Yfh1-depleted yeast: mitochondrial function rescue without frataxin homolog – Friedreich's ataxia, plus single-dose screen, dose response (AID 1465); hit rate 0.074% among 220,000; fold induction at 50 µM, or EC50 in µM where a hit was titrated; S. cerevisiae Yfh1-off respiration, WST-1 reduction, 72 h; higher fold induction means a stronger effect;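 active = fold induction of absorbance versus untreated yeast above a set limit, then at least 30% activation at any dose in follow-up; inconclusive = repeats straddling the limit, or above it without dose testing; inactive = fold induction below the set limit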;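 note: activators that raise dye reduction in frataxin-depleted yeast; strong numbers were not always called active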
NS5 inhibitors: flavivirus cap methylation enzyme inhibition – biochemical, confirmation dose response, primary screen (AID 588689); Dengue-2 NS5 methyltransferase capping enzyme assay, biochemical; higher % means a stronger effect; one-dose inhibition, % at 25 µM; IC50 in µM for titrated hits; hit rate 0.3% among 340,000; in the data active = a potency from the dose series; inconclusive = inhibition above about 29% without an active follow-up result
GPR35 arrestin U2OS: inhibition of zaprinast-stimulated GPR35 beta-arrestin translocation – imaging, U2OS, beta-arrestin-GFP, zaprinast agonist, primary screen (AID 2058). hit rate 0.052% among 290,000. one-dose inhibition, % at 10 µM; IC50 in µM for titrated hits. U2OS GPR35 beta-arrestin-GFP translocation imaging, zaprinast antagonism; higher % means a stronger effect;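 active = inhibition of at least 50% with at least 30 cells and total cytoplasm GFP at most 10,000,000; inconclusive = under 30 cells or total GFP of 10,000,000 plus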
Large T inhibition: SV40 large T antigen inhibitors, biochemical (AID 1903); hit rate 0.39% among 310,000; inhibition, % at 20 µM; hits with a dose series show IC50 in µM; SV40 large T antigen ATPase/helicase inhibition assay; higher % means a stronger effect; in the data active = a potency from the dose series; inconclusive = inhibition mostly from about 32% at the one dose, without a potency; inactive = the rest, 99 in 100 with inhibition below about 32%; note: strong numbers were not always called active
MgcRacGAP inhibition: MgcRacGAP GTPase-activating activity inhibitors, confirmation, biochemical, ADP Hunter fluorescence; MgcRacGAP-stimulated Rac1 GTP hydrolysis, ADP Hunter fluorescence; higher % means a stronger effect; GST-tagged Rac1 F28L mutant substrate; inhibition, % at 30 µM; hits with a dose series show IC50 in µM; hit rate 0.6% among 340,000; AID 624330;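 active = first-screen hits whose inhibition reached a set limit at any dose in the follow-up dose series; inconclusive = inhibition above the set first-screen limit but never retested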;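 note: fluorescence reports GDP produced by GAP-driven GTP hydrolysis; strong numbers were not always called active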
NTR1 agonist: agonists of NTR1, primary screen, imaging, U2OS cells, beta-arrestin-GFP, high content (AID 493036). NTR1-U2OS beta-arrestin-GFP spot imaging, agonist mode. P30989. hit rate 0.17% among 330,000. activation, % at 20 µM;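 active = activation at or above 40% of the spot to cytoplasm intensity ratio, with at least 20 cells analyzed; inconclusive = wells under 20 cells, flagged as cytotoxic or low count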;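 note: 0% = DMSO without peptide and 100% = 100 nM NTR1 peptide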
Target sequence (P30989 whole entry, looked up): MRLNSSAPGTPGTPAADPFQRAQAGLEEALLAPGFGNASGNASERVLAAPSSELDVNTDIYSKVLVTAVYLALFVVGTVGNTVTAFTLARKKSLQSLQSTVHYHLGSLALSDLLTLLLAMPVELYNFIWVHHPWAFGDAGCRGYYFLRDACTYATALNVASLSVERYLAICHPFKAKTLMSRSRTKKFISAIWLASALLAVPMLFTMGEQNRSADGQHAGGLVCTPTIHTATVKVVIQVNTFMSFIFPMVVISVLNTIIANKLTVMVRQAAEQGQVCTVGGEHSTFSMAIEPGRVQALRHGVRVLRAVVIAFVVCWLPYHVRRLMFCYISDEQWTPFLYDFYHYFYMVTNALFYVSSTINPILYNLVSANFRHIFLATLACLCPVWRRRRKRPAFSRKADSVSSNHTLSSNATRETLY
AID2073: disruptors of CaV2.2 binding to Mint1 – biochemical, HTRF (AID 2073); hit rate 0.19% among 290,000; HTRF protein-protein interaction, Mint1-CaV2.2; higher % means a stronger effect; inhibition, % at 20 µM, or IC50 in µM where a hit was titrated; in the data active = inhibition mostly above about 51%, no sharp cut-off; inconclusive = no clear call, values can overlap the other calls; inactive = mostly below about 53%; note: some results filed as inactive read as strong as hits
GPR55 activation: selective activators of receptor GPR55 – imaging, U2OS cells, beta-arrestin-GFP redistribution, primary screen (AID 1961); U2OS GPR55 beta-arrestin-GFP redistribution imaging; higher % means a stronger effect; activation, % at 10 µM, or EC50 in µM where a hit was titrated; hit rate 0.048% among 290,000;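 active = activation above 40% with more than 50 cells counted in the well; inconclusive = wells holding fewer than 50 cells, flagged as toxic or sparse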;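 note: U2OS osteosarcoma cells stably expressing GPR55 and beta-arrestin-GFP; plate controls were DMSO negative control for no effect and LPI positive control for full effect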
GPR55 LPI antagonism: GPR55 antagonists blocking LPI-driven arrestin recruitment, primary screen, imaging, U2OS, beta-arrestin-GFP, LPI agonist (AID 2013) | U2OS GPR55 beta-arrestin-GFP translocation imaging, LPI antagonism; higher % means a stronger effect | hit rate 0.13% among 290,000 | inhibition, % at 10 µM, or IC50 in µM where a hit was titrated;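 active = spots per cell inhibited over 60%, with over 100 cells counted and total cytoplasm intensity under 500,000; inconclusive = wells with under 100 cells, flagged as likely toxic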;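 note: U2OS cells stably carrying GPR55 and arrestin-GFP stimulated by 5 µM LPI near EC80; imaged beta-arrestin-GFP aggregate spots per cell after agonist stimulation; plate controls were LPI-stimulated DMSO wells for no effect and DMSO wells without LPI for full effect; some results filed as inactive read as strong as hits; confirmed hits need IC50 under 10 µM and bright autofluorescent wells are also inconclusive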
NTR1 agonist cell count 20 µM: recorded beside NTR1 agonist, whose call it bears; cell count; measured here: cell count, cytotoxicity flag
Active calls of the source: *; i = inactive; ? = inconclusive; nt = not tested or not shown.

SMILES | Yfh1-depleted yeast | NS5 inhibitors | GPR35 arrestin U2OS | Large T inhibition | MgcRacGAP inhibition | NTR1 agonist | NTR1 agonist cell count 20 µM | AID2073 | GPR55 activation | GPR55 LPI antagonism
CCOc1ccc(NC(=O)/C(C#N)=C/c2cn(CC(=O)O)c3ccccc23)cc1 | nt | 11% | 3% | 9% | 14% | -0.4 | 72 | 6% | -0.2% | -9%
Cc1cc(C)nc(NC(=O)Cc2ccc(Br)cc2)n1 | i | 2% | 14% | -3% | 3% | -1.8 | 58 | -4% | -0.3% | -5%
O=C(C(Cc1ccccc1)N1C(=O)C2C3C=CC(C3)C2C1=O)N1CCCCCC1 (stereo not drawn) | i | 12% | -15% | 18% | -8% | 1.1 | 58 | -6% | -0.1% | 8%
CCOc1ccccc1N(CC(=O)Nc1ccc2c(c1)OCCO2)S(C)(=O)=O | i | -7% | -4% | 12% | 1% | -1.6 | 51 | -6% | 2.2% | 11%
Cc1ccccc1Cn1c2ccccc2c2cnn(CC(=O)N3CCN(c4ccccc4)CC3)c(=O)c21 | i | -2% | -19% | 0% | -6% | nt | nt | 26% | -0.1% | -3%
N#Cc1c(N)nc2c(c1N)CC(C(F)(F)F)O2 (stereo not drawn) | i | 5% | 3% | 1% | 6% | -0.8 | 59 | 10% | -0.2% | -14%
CSCC[C@@H](C(=O)O)N1Cc2ccccc2C1=O | i | -13% | 5% | 5% | -1% | -1.7 | 61 | -5% | 0.3% | 11%
CCn1c(CNc2ccc(Cl)cc2)nnc1SCCN1CCCCC1 | i | -3% | 0% | 8% | 14% | -0.4 | 43 | -4% | 0.3% | 1%
COc1cccc(NC(=O)c2ccc3c(c2)C(=O)N(CC2CCCO2)C3=O)c1 (stereo not drawn) | nt | 5% | -6% | -3% | -25% | -0.2 | 73 | 9% | -0.1% | -7%
O=C1CCCN1CCCNCC(=O)N1c2ccccc2Sc2ccccc21 | i | -9% | 18% | 13% | 21% | 1.3 | 53 | 6% | 0.3% | -2%
COc1cc(C(=O)Nc2c(C)cc(C)cc2C)c(-n2cnnn2)cc1OC | i | -1% | 1% | 12% | 4% | -0.9 | 70 | -3% | 0.2% | 6%
CCCCc1ccc(NC2=NCC(=O)N2CCc2ccccc2)cc1 | i | -12% | 14% | nt | 3% | 3.9 | 55 | -2% | -0.1% | 1%
C/C(CC(=O)NC1CCCCC1)=N\NC(=O)Cc1ccc(-c2ccccc2)cc1 | i | 8% | 24% | 1% | 1% | 1.1 | 26 | 5% | 0.1% | 8%
CC(=O)Nc1ccc(S(=O)(=O)N2CCN(c3cc(C(F)(F)F)ccn3)CC2)cc1 | i | -5% | 11% | 3% | 10% | -0.4 | 67 | 18% | -0.2% | 4%
Cc1ccc(S(=O)(=O)N(C(=N)N)c2nc(N(C)C)nc(N(C)C)n2)cc1 | nt | -6% | 8% | 7% | 3% | 5.4 | 78 | 9% | -0.1% | 11%
Cc1occc1C(=O)Nc1nnc(-c2ccncc2)s1 | i | -6% | 2% | 10% | 6% | -1.6 | 63 | -10% | -0.1% | 2%
Cc1nn(CC(=O)NCc2ccccc2)c(C)c1[N+](=O)[O-] | i | -1% | 6% | 10% | 10% | -0.9 | 41 | -3% | -0.1% | 4%
CCOc1ccc2[nH]c(=O)c(C(c3nnnn3Cc3ccco3)N3CCN(C)CC3)cc2c1 (stereo not drawn) | i | nt | -2% | 7% | -2% | 1.3 | 48 | 35% | 0.2% | 14%
O=C(CNCc1ccccn1)N1CCc2ccccc2C1 | i | -15% | 5% | 12% | 177µM* | 0.8 | 55 | -7% | 0.0% | 10%
CC(C)Oc1ccc(C2CC(=O)NC3=C2C(=O)CCC3)cc1 (stereo not drawn) | i | -3% | -5% | 8% | 6% | 0.1 | 76 | -5% | -0.2% | -3%
C=C(C)Cn1c(NCCOC)nc2c1c(=O)[nH]c(=O)n2C | i | -4% | -6% | 16% | 9% | 2.3 | 61 | 1% | -0.2% | 0%
CC(C)c1ccc(C(C)NC(=O)C2CCCC2)cc1 (stereo not drawn) | nt | nt | -14% | 7% | 13% | 0.9 | 63 | -6% | 0.3% | 4%
COCCn1cnc2c(c1=O)c1nc3ccccc3nc1n2/N=C/c1ccco1 | i | -1% | 7% | 7% | 6% | -0.5 | 44 | 0% | -0.1% | 3%
COc1ccc(-c2ccc(OC)c([C@H]3[C@@H]4C=CCC[C@@]4(C)C(=O)N3Cc3ccccc3)c2)cc1OC | i | -4% | 11% | -3% | 1% | 3.7 | 93 | 16% | 0.7% | 6%
CC(=O)Nc1ccc(N2S(=O)(=O)c3ccccc3S2(=O)=O)cc1 | i | nt | -15% | 4% | 15% | 0.6 | 51 | -3% | -0.1% | 0%
COc1ccc(CCNC(=O)c2c(O)c3cccc4c3n(c2=O)CC4)cc1OC | i | -2% | -7% | nt | 7% | 12 | 40 | 2% | -0.2% | -5%
COc1cccc(N2CCN(Cc3nc(N)nc(Nc4ccccc4)n3)CC2)c1 | i | 6% | -14% | 7% | 5% | 1.5 | 91 | -10% | 0.2% | 15%
COc1ccc(-c2ccc(SCC(=O)N3CCCC3)nn2)cc1OC | i | -5% | 5% | 9% | 12% | 3.2 | 53 | -4% | 0.3% | -5%
Cc1ccc(S(=O)(=O)CNC(=S)c2ccc3ccccc3c2)cc1 | i | -6% | -1% | 23% | -2% | 2.1 | 60 | 10% | 0.0% | 12%
CC(C)N1CCN(Cc2ccc(OCc3ccccc3)cc2)CC1CCO (stereo not drawn) | i | -3% | 6% | 4% | 8% | -0.9 | 69 | 14% | 0.6% | 2%
Cc1nccc(-c2cccc(N/N=C(\C#N)C(=O)c3ccccc3)c2)n1 | i | 8% | -12% | 14% | -9% | 1.6 | 44 | 25% | 0.2% | -4%
CC1(N2CCOCC2)CC2(O)C(=[N+]1[O-])CCc1c2no[n+]1[O-] (stereo not drawn) | i | 8% | -4% | 21% | 9% | -0.3 | 70 | -2% | -0.2% | 0%
Cc1ccc(Cl)cc1N1CCN(S(=O)(=O)c2cnc[nH]2)CC1 | i | -4% | -2% | 4% | 5% | 1.4 | 64 | -4% | -0.1% | -4%
Cc1ccc(S(=O)(=O)N(CC2CO2)c2ccccc2[N+](=O)[O-])cc1 (stereo not drawn) | i | -4% | -2% | 17% | 9% | 1.8 | 55 | 11% | -0.2% | -3%
Cc1cc(OC(=O)c2cc([N+](=O)[O-])ccc2Cl)c([N+](=O)[O-])c(=O)[nH]1 | nt | -5% | -2% | nt | -2% | 0.9 | 61 | -4% | 0.8% | 3%
CCOc1ccc(N(CC(=O)NCc2ccco2)C(=O)CCC(=O)Nc2ccccn2)cc1 | nt | 2% | 20% | nt | 3% | 0.6 | 40 | 5% | 0.6% | 15%
O=C(NN1C(=O)c2ccccc2NC1c1ccccn1)c1ccc(Br)cc1 (stereo not drawn) | i | -4% | 4% | 18% | 1% | 0.6 | 78 | 3% | 0.0% | 9%
Cc1nc(CS(=O)c2ccc(Cl)cc2)cc(NCc2ccc(Cl)cc2Cl)n1 (stereo not drawn) | i | -10% | -4% | 2% | 5% | 4.0 | 60 | -12% | -0.1% | -7%
COc1ccc(OCCNS(=O)(=O)c2ccc3oc4ccccc4c3c2)cc1 | i | -6% | 12% | 5% | 7% | 0.6 | 80 | 12% | -0.1% | -6%
Cc1cc(C)n(CC(=O)NC2CCCc3c2cnn3-c2ccc(C)c(C)c2)n1 (stereo not drawn) | nt | -9% | 2% | 2% | 12% | 0.2 | 65 | 4% | -0.1% | 0%
Cn1nc(C(C)(C)C)c([N+](=O)[O-])c1C(=O)N1CCCCCC1 | nt | 2% | 13% | 9% | 10% | -0.2 | 73 | -1% | -0.1% | -2%
Cc1cc(C)cc(C(=O)OCC(=O)NCc2cccs2)c1 | i | 0% | -1% | -3% | 3% | -1.0 | 83 | 0% | 0.1% | -4%
CN1CCN(S(=O)(=O)c2cccc(C(=O)NCCOc3ccccc3)c2)CC1 | nt | -12% | nt | 9% | 4% | 1.0 | 74 | nt | nt | nt
CCOC(=O)C(C)Oc1ccc2c(C)cc(=O)oc2c1C(C)=O (stereo not drawn) | i | -5% | -8% | 7% | 7% | -2.0 | 71 | 35% | 0.1% | 6%
COCCCNC(=S)NNC(=O)c1cc(-c2cccnc2)nc2ccccc12 | nt | -2% | -15% | 10% | 5% | 1.1 | 54 | -18% | -0.1% | 7%
COc1ccccc1NC(=O)Nc1nc(C(C)(C)C)cs1 | i | 4% | -4% | -9% | 3% | 23 | 28 | 10% | -0.4% | 10%
O=C1c2cc(Cl)ccc2OC2(CCNCC2)C12CC(c1ccc(Cl)cc1)=NO2 (stereo not drawn) | i | -8% | 10% | 13% | 7% | 1.2 | 96 | 13% | 0.7% | 2%
COc1ccc(CC(=O)N(C)C2CCCCC2)cc1S(=O)(=O)N1CCOCC1 | i | -2% | -4% | 10% | 0% | -1.5 | 74 | -2% | -0.5% | 6%
CC1=CC(C)[C@@H]2COC(c3ccc(O)cc3)[C@H]1C2C (stereo partly drawn) | nt | 0% | -9% | 11% | -3% | -0.6 | 48 | 0% | 0.0% | 8%
COc1ccccc1-c1nnc(SCC(=O)Nc2ccc(S(N)(=O)=O)cc2)n1N | i | 0% | -13% | 11% | 5% | -0.8 | 53 | 12% | 0.3% | 7%
CC(C)(C)n1nnnc1C(c1cccnc1)N1CCN(c2ccccc2F)CC1 (stereo not drawn) | i | 9% | 0% | -6% | 13% | -0.1 | 41 | 1% | 0.6% | 4%
O=C(N[C@H]1CCC(=O)N([C@H](CSc2ccccc2)Cc2ccccc2)CC1)OCc1ccccc1 | nt | -1% | 14% | 7% | 14% | 3.3 | 99 | 6% | 1.7µM* | 3%
CCOc1ccc(N2CC(C(=O)Nc3c(C)n(C)n(-c4ccccc4)c3=O)CC2=O)cc1 (stereo not drawn) | i | -3% | 7% | 6% | 7% | 1.3 | 67 | ? | 0.2% | 0%

Records above printed as active in MgcRacGAP inhibition:
mol | NS5 inhibitors | GPR35 arrestin U2OS | Large T inhibition | MgcRacGAP inhibition | AID2073
O=C(CNCc1ccccn1)N1CCc2ccccc2C1 | -15% | 5% | 12% | 177µM* | -7%

High-throughput results deposited in PubChem by several laboratories.
